Screens: PubChem BioAssay, several laboratories
iPSC survival up: increases survival of single human iPS cells; hiPSC single-cell survival, ATPlite luminescence; 100% = ROCK inhibitor wells, 0% = DMSO; survival enhancement, % at 20 µM; 360,000 tested, 0.044% active; AID 602274; in the data active means survival enhancement above about 18%;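 further: cells exposed to compounds for 16 hours before the ATP read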
m5-HT2A agonist: agonists of mouse serotonin 5-HT2A receptor (HTR2A); 360,000 tested, 0.66% active; CHO-K1 mHTR2A beta-arrestin complementation, luminescence; percent of 30 µM serotonin response; P35363; activation, % at 7.6 µM; AID 624169;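 active means activation above a run cutoff, the mean activation of all tested compounds plus 3 SD, cut at about 14% in these data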;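 further: 0% = plate median of compound wells and 100% = 30 µM serotonin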
Target sequence (P35363 whole entry, looked up): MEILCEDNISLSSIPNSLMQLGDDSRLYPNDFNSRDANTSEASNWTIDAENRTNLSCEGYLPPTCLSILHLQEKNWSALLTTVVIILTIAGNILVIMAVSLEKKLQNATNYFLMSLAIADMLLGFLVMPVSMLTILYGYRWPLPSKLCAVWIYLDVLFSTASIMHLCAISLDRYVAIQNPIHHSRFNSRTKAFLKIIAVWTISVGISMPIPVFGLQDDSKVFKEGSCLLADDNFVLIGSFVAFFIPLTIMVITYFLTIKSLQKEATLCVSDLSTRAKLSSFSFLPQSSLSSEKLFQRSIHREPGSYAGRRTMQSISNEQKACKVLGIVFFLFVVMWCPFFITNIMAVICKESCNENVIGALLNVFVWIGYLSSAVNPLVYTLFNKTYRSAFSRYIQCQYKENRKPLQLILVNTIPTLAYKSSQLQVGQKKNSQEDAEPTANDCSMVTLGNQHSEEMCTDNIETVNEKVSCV
Shn3 inh set2: inhibitors of Schnurri-3 3'UTR reporter in osteoblasts; Clone20 osteoblast Shn3 3'UTR firefly luciferase, 24 h; inhibition, % at 12.5 µM; 360,000 tested, 0.52% active; AID 588674;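 active means mean inhibition of at least 75% with every replicate also reaching 75%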;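 further: 0% = median of neutral control wells and 100% = pilot-screen positive control compound; some compounds past the cut are filed as inactive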
HIF-2a block: inhibitors of HIF-2a; 360,000 tested, 0.72% active; 786-0 RCC cells HIF-2a reporter, luciferase luminescence, overnight; inhibition, % at 18.8 µM;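 active means inhibition of the luminescence signal of 40% or more relative to plate controls, in a single-dose primary screen at 18.75 µM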
Peg3 prom inh: inhibitors of Peg3 promoter; HeLa PEG-Prom luciferase reporter, luminescence, overnight; inhibition, % at 20 µM; 360,000 tested, 1.7% active; AID 588405;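 active means inhibition of at least 50% at 20 µM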
NR2E3 ag-1: activates human NR2E3 receptor; Q9Y5X4; CHO-S Gal4-NCOR/VP16-NR2E3 two-hybrid, luciferase; inhibition of corepressor binding, % at 3.98 µM; 360,000 tested, 0.35% active; AID 602229;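 active means inhibition above the mean of all tested compounds plus 3 SD, cut at about 70% in these data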;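 further: 0% = DMSO with NR2E3 transfected cells and 100% = cells lacking NR2E3 construct; higher means lower luciferase signal from less NR2E3 corepressor binding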
H9c2 protect: myocardial damage modulation in H9c2 cells. H9c2 cardiomyocytes, H2O2 injury protection, ATPLite, 2 h. protection from H2O2 cell death, % at 20 µM. 360,000 tested, 0.63% active;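 active means compounds giving at least 50% protection of heart cells from peroxide-induced death in the single-dose screen, raw or plate-pattern-corrected value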;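 further: 0% = DMSO wells with peroxide and 100% = DMSO wells without peroxide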
MITF TRPM1 inh: MITF TRPM1 promoter inhibition in SK-MEL-5 cells; SK-MEL-5 TRPM1 promoter luciferase, 24 h; inhibition, % at 12.5 µM; 330,000 tested, 0.83% active; AID 488899;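 active means mean inhibition across replicates of 60% or more, whatever share of single replicates reaches that level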; further: values of inactives mirror those of a sister screen read the other way
CaV13 ICDI inh: Disruptors of the CACNA1D IQ motif to Ca2+-dependent inactivation inhibitor domain association, primary screening, Förster resonance energy transfer in intact living …; HEK cells, CFP/YFP FRET ICDI-IQ, plate reader, 10 min; percent FRET-ratio fall versus neutral wells; inhibition, % at 12.3 µM; 340,000 tested, 0.098% active; AID 743397;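 active means mean replicate inhibition of at least 30% and at least 1% of replicates passing that level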;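 further: 0% = median of the neutral control wells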
NR2E3 ag-2: NR2E3 (human) agonism | Q9Y5X4 | GST-NR2E3/biotin-RetCOR TR-FRET, 1536-well | inhibition of corepressor binding, % at 4.78 µM | 320,000 tested, 0.12% active | AID 2300;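 active means percent inhibition above the cutoff of mean plus 3 SD of all tested compounds, set per screening campaign, cut at about 20% in these data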;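 further: 0% = DMSO wells and 100% = biotin wells as full block of FRET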
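System: GST-tagged NR2E3 plus biotinylated RetCOR corepressor; Buffer or medium: pH 7.5 Tris-based buffer; Probe or stimulus: RetCOR corepressor, biotinylated, 7 nM; Doses: compound at 4.8 µM, single dose; Schedule: 5 h incubation at 4 °C; Technique: time-resolved FRET; Evaluation: percent inhibition of TR-FRET ratio; Replication: one well per compound, singlicate testing.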
PDI turbidity: inhibitors of human protein disulfide isomerase; P07237; PDI insulin aggregation turbidity, A650, 90 min; inhibition, % at 10 µM; 350,000 tested, 0.052% active; AID 588391;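 active means mean inhibition across replicates of 30% or more, whatever share of single replicates reach that level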;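 further: absorbance from insulin aggregation driven by PDI reduction with DTT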
Target sequence (P07237 whole entry, looked up): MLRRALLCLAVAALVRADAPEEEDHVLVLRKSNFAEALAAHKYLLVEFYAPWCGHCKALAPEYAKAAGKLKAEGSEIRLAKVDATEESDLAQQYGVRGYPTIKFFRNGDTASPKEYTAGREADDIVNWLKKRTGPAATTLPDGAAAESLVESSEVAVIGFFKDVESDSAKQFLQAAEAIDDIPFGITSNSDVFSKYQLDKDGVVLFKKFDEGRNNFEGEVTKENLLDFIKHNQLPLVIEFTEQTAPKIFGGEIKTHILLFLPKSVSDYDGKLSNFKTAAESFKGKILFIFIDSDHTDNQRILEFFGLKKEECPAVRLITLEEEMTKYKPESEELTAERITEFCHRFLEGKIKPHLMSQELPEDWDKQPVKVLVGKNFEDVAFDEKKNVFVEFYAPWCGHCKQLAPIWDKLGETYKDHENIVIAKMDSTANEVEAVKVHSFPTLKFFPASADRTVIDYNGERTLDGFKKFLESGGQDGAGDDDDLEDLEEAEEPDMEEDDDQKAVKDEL
Active calls of the source: *; nt = no result given; & = joins results of further samples. No enrichment for hits; 3.9% or so of the library scored in one or more.

Structure	iPSC survival up	m5-HT2A agonist	Shn3 inh set2	HIF-2a block	Peg3 prom inh	NR2E3 ag-1	H9c2 protect	MITF TRPM1 inh	CaV13 ICDI inh	NR2E3 ag-2	PDI turbidity
CC(=O)N1CCCN(Cc2cn(-c3ccc(C)cc3)nc2-c2ccc(F)cc2)CC1	-0.5	-1.8	5.0	-53.8	-21.6	-5.9	-3.5	1.4	-5.3	5.5	1.2
COC(=O)c1ccccc1NC(=O)CSc1nccn1C	-0.8	6.6	0.1	19.1	4.9	-20.8	-13.8	2.1	nt	-0.8	2.8
CCCC(C)NC(C)C(=O)NC1CCCC1 (stereo not given)	0.3	-0.5	20.9	10.1	-5.9	-16.0	6.3	7.1	-9.8	0.7	-0.4
CC1CCCCN1CCCNC(=O)CCCN1C(=O)c2cccnc2Sc2ccccc21 (stereo not given)	1.0	-0.6	-6.0	4.9	-2.5	-3.2	5.7	8.8	nt	2.1	1.0
Cc1ccc2c(c1)c1c(n2C)C(C(N)=O)CCC1 (stereo not given)	2.5	-1.5	8.4	11.5	11.2	9.5	-4.1	3.7	-4.7	-1.8	-3.5
O=c1[nH]c2ccc(S(=O)(=O)NCCO)cc2[nH]1	-0.5	8.5	-24.5	23.1	9.1	-4.0	-1.7	-9.5	-0.3	5.2	2.4
O=C1CCCCC1c1cccc2ccccc12 (stereo not given)	2.5	2.1	-15.3	16.4	-7.3	9.0	7.7	4.4	-4.7	2.8	-4.2
Cc1ccc(S(=O)(=O)C(C#N)c2nc3ccccc3nc2OC(C)C)cc1 (stereo not given)	2.0	4.9	3.2	9.8	28.8	-12.1	-21.0	-7.0	nt	2.2	3.0
CC[C@@]1(C(=O)OC)N[C@H](CN(C)C(=O)C2CCCCC2)[C@@H]2C(=O)N(Cc3ccccc3)C(=O)[C@@H]21	-2.7	5.0	5.4	-13.0	-2.1	16.3	6.6	-6.6	-4.8	nt	-6.8
O=C(COC(=O)c1cncc(Br)c1)NCCC1=CCCCC1	-0.8	1.0	-2.4	7.8	-3.9	4.1	2.0	2.2	-2.2	2.0	6.7
O=C1C(CCc2ccccc2)ON=C(c2cnccn2)N1Cc1ccc(F)cc1 (stereo not given)	-1.4	-5.1	-15.0	-22.7	-12.9	21.2	3.5	nt	22.7	nt	-2.2
CCOCCn1c(N2CCCC2)nc2c1c(=O)n(C)c(=O)n2C	-0.2	2.5	-21.3	21.3	16.7	-13.0	0.4	-4.4	-4.5	0.0	-1.6
Cc1cc(C)c(C#N)c(SCc2ccccc2)n1	-3.8	0.0	-2.1	1.4	-0.9	7.8	-9.9	9.3	-5.7	0.5	-3.1
Cc1ccnc(NC(=O)Nc2ccc3c(c2)N(C)C(=O)CS3)c1	0.7	-1.1	-123.5	-270.7	-117.0	-39.3	4.8	-173.6	-4.2	1.0	7.3
CCc1nnc(NC(=O)C2(C)COC(c3ccc(OC)cc3)OC2)s1 (stereo not given)	-0.7	4.5	-6.7	12.7	4.9	-1.7	2.0	7.9	4.2	-1.2	-0.5

Following part:
Structure	iPSC survival up	m5-HT2A agonist	Shn3 inh set2	HIF-2a block	Peg3 prom inh	NR2E3 ag-1	H9c2 protect	MITF TRPM1 inh	CaV13 ICDI inh	NR2E3 ag-2	PDI turbidity
CC(OC(=O)CCN=C1NS(=O)(=O)c2ccccc21)C(=O)NC1CCCCC1C (stereo not given)	0.0	-3.7	-20.2	5.5	13.0	10.6	1.5	-5.4	-5.5	1.5	3.9
CC(C)C(=O)OC/C(O)=C(\C#N)c1nc2ccccc2[nH]1	0.4	1.8	-14.7	6.5	6.3	-6.0	4.2	19.1	-5.5	4.9	-1.1
Cc1cccc(-n2cc(-c3ccccc3)c3c(NN4CCOCC4)ncnc32)c1	0.9	1.7	-7.6	21.5	9.5	11.0	9.2	-4.1	-4.8	6.0	15.7
CC(C)Cn1nc(C(=O)OCC(=O)NCC(F)(F)F)c2ccccc2c1=O	-0.2	0.5	10.6	17.3	12.6	-4.0	11.6	-8.9	-1.7	2.7	2.1
CC(C)c1ccc(NC2CCCN(C(=O)CCCn3cncn3)C2)cc1 (stereo not given)	-0.5	3.4	0.5	-6.7	12.0	4.6	1.2	0.4	-2.0	7.1	4.6
CCC(C)Sc1ccc(-c2nc3ccc(C)cn3c2NCc2ccccc2)cc1 (stereo not given)	-3.9&-2.9	-6.7&-3.0	-42.6	-219.4	-163.4	-35.1&-27.6	-14.1	-56.3	-5.4&-12.1	nt	-1.7
Cn1c(N)c(C(=O)CSc2nnc(C3CC3)n2Cc2ccccc2)c(=O)[nH]c1=O	0.3	0.3	2.8	-3.2	3.9	-6.8	-1.5	8.3	-5.6	4.0	7.7
Cc1ccc(NC(=O)CSc2nccn2Cc2ccco2)cc1	-0.4	4.3	-40.3	-224.4	-177.2	-19.9	-2.6	-51.4	nt	2.9	-0.5
O=C(Cc1c(F)cccc1Cl)N/N=C/c1cccnc1	-0.5	-2.2	3.5	-7.4	9.6	-8.6	6.1	-8.4	-9.8	nt	-5.9
CCOc1c(Br)cc(/C=C2\C(=O)N(CCC#N)N=C2C)cc1OC	-1.0	-0.2	52.3	35.0	10.3	-8.5	8.9	8.8	nt	5.1	21.1
O=C(CSc1nc2ccccc2n1CC(=O)N1CCCC1)N1CCN(C(=O)c2ccco2)CC1	-0.2	-3.4	-14.5	13.5	17.1	10.3	-1.6	-9.2	-8.9	-1.9	-2.4
NC(c1csc(Nc2ncccn2)n1)c1ccccc1Cl (stereo not given)	2.0	-2.9	-28.7	7.0	5.7	7.0	4.2	nt	-9.2	nt	0.7
Cc1cccc(CNC(=O)c2sc(=O)n(Cc3ccc(S(C)(=O)=O)cc3)c2C)c1	2.2	-11.5	-16.9	-11.0	16.1	5.8	6.6	nt	18.3	nt	4.6
Cc1cc(C)nc(/N=C(\N)Nc2ccc(C)c([N+](=O)[O-])c2)n1	-2.2	-6.0	55.3	-14.8	-2.4	9.9	-9.2	4.1	-6.7	1.4	3.3
Cc1cc(/C=C2/SC(=O)NC2=O)c(C)n1-c1ccc(N2CCOCC2)cc1	2.7	0.3	-5.5	-8.1	-21.3	-3.0	-5.4	1.4	-4.2	-0.2	0.6

Next records follow:
Structure	iPSC survival up	m5-HT2A agonist	Shn3 inh set2	HIF-2a block	Peg3 prom inh	NR2E3 ag-1	H9c2 protect	MITF TRPM1 inh	CaV13 ICDI inh	NR2E3 ag-2	PDI turbidity
O=C(COC(=O)CNS(=O)(=O)/C=C/c1ccccc1)Nc1cccc2ccccc12	-5.7	-4.6	18.9	9.5	17.9	-2.2	-8.3	2.5	-5.2	-2.2	1.4
Cc1nc2ccc([N+](=O)[O-])cc2nc1C	0.0	-2.4	17.7	9.8	8.6	-6.8	-3.0	15.1	1.1	0.5	-1.8
COc1ccccc1NC(=O)N(Cc1ccccc1)c1ccccn1	-0.1	-1.3	1.0	-80.2	-70.7	-22.7	-21.2	-3.6	-7.0	-4.8	-2.8
O=C(O)c1ccccc1C(=O)NNC(=O)C(c1ccccc1)c1ccccc1	-0.3	-0.7	-0.3	15.8	11.3	-1.9	17.2	-6.6	nt	-1.6	7.5
O=C(N/N=C/c1cc(Cl)cc([N+](=O)[O-])c1O)C1CC1	-0.3	-17.9	2.1	11.5	-1.3	-33.9	8.6	6.1	-17.5	-0.9	-4.4
CN1CCSc2ccc(C(=O)NCc3cccc(F)c3)cc21	0.6	-3.6	-4.9	-65.8	-32.2	-2.7	-9.3	nt	-7.1	5.7	nt
O=C(CCNS(=O)(=O)c1ccccc1F)N1CCN(C(c2ccccc2)c2ccccc2)CC1	0.0	-4.2	-0.8	13.4	26.1	-11.9	3.0	-6.7	-4.9	3.1	5.5
O=S(=O)(Nc1ccc2c(c1)OCO2)c1cccc(Br)c1	2.4	-4.0	-1.7	0.6	-4.0	-10.8	-15.0	-0.1	-5.6	2.9	4.5
O=S(=O)(c1ccc2nc(N3CCN(c4ccccc4F)CC3)ccc2c1)N1CCCCC1	0.4	-5.5	24.5	5.2	32.5	9.9	-7.9	3.4	-5.4	-0.9	-4.4
O=C(O)/C=C/c1nc(-c2ccccc2)n2ccccc12	6.6	-3.5	4.6	-0.2	11.7	-5.8	4.0	10.4	-4.7	-2.8	0.4
CCO[C@@H]1OC(C(=O)O)=C[C@H](C)[C@H]1CCCO	-2.0	3.1	-12.1	9.6	0.0	-34.3	4.1	-6.0	-0.3	0.1	-2.7
Cc1ccc(S(=O)(=O)CC(=O)Nc2sc(C)c(C)c2C(N)=O)cc1	-0.1	3.0	14.0	-1.9	17.0	7.0	6.0	-2.1	-6.3	1.4	-4.9
CCOC(=O)C1CCN(C(=O)COC(=O)COc2ccc(Cl)cc2)CC1	-0.1	-0.4	1.5	17.7	-2.0	-0.5	-3.9	13.8	3.6	1.4	-2.0
CN=C1S/C(=C\c2cn(CC(=O)OC)c3ccccc23)C(=O)N1C	0.5	-0.5	-19.0	0.2	9.9	2.6	3.3	10.2	-5.1	-1.1	-5.0
CCCCN(C)Cc1c(C)[nH]c2c(ccc3ccccc32)c1=O	0.0	-3.5	5.4	15.5	-13.2	18.6	14.6	-5.6	-19.7	-1.5	-0.8

Further structures
Structure	iPSC survival up	m5-HT2A agonist	Shn3 inh set2	HIF-2a block	Peg3 prom inh	NR2E3 ag-1	H9c2 protect	MITF TRPM1 inh	CaV13 ICDI inh	NR2E3 ag-2	PDI turbidity
O=c1ccc(NS(=O)(=O)c2ccccc2Cl)cn1Cc1ccc(Cl)c(Cl)c1	-1.5	2.6	11.0	15.6	9.6	-4.4	-0.3	16.7	-5.5	-2.5	1.4
CCOC(=O)C1(C)CCN1C(=O)c1cc(C)oc1C (stereo not given)	-0.6	0.7	3.6	2.2	0.3	-25.2	1.6	nt	-3.6	nt	1.3
Oc1ccc(Cl)cc1C1=Nc2ccccc2N=C(c2ccco2)C1	-0.7	-4.8	8.4	-90.6	-4.9	-32.9	-3.7	9.1	-7.8	5.6	-5.2
CC1(C(=O)NS(=O)(=O)c2cccc(C#N)c2)CCN1C(=O)CCc1ccccc1 (stereo not given)	0.0	4.8	4.5	-0.8	2.4	-6.5	0.4	nt	-7.4	nt	10.6
COc1cc(C2NC(=O)CS2)cc(OC)c1OC (stereo not given)	0.6	1.9	16.5	12.3	-7.1	-2.6	1.4	8.0	-4.4	-1.6	10.7
Cc1cc(=O)n2[nH]c(-c3ccc(C(C)(C)C)cc3)cc2n1	-2.5	-7.9	-8.8	-85.6	-78.3	-20.2	-15.9	-17.9	-6.4	-2.0	-3.0
CCN1C(=O)[C@@H]2[C@@H](c3ccc(-c4ccc(Cl)c(Cl)c4)c(OC)c3)N3CCC[C@@]3(C(=O)OC)[C@@H]2C1=O	-3.9	-4.0	31.1	25.9	43.1	-11.7	4.7	5.9	-5.2	-3.5	2.7
COC(=O)c1cn(CC(=O)NCc2cccs2)c2ccccc12	-0.4	0.8	-12.5	-192.6	-160.5	-109.8	6.4	-76.8	-4.0	0.6	-15.9
